# RMI FANCM FP = disruptors of RMI1/RMI2 association with MM2 peptide – biochemical, fluorescence polarization, human, primary screen. RMI core complex (RMI1/RMI2) binding to FANCM MM2 peptide, human. RMI core complex with F-MM2 peptide; active compounds read low. FP signal (polarization) at 33 µM. 70,000 tested, 0.58% active. AID 1159607, 2016; in the data active = FP signal below about 40; also: inactives centre near 61; strong numbers were not always called active; unit not given here
# Starred values were filed as active, the others as inactive; & = joins results of further samples. An excerpt (hit frequency here may not be typical).
RMI FANCM FP	Structure
61&56	CC(C)S(=O)(=O)c1cscc1N/C=C(/C#N)C(=O)c1ccccc1
52	CC(=O)Nc1ccc2c(c1)CCCN2C(C)=O
85	Cc1[nH]c2ccccc2c1C(=O)CSc1nnc(-c2ccccc2)o1
51	CCOc1cc(N2CCN(S(=O)(=O)c3ccc4c(c3)OCCO4)CC2)nc(C)n1
62	C=C(C1CC1)N(C(=O)c1ccc(F)cc1)c1ccc(OC)cc1
69	c1cc(CN2CCCCC2)cc(OCCCNc2nc3ccccc3s2)c1
75	Cc1cc(C)cc(NC(=O)CSc2ccc(NC(=O)C3CC3)nn2)c1
56	CCOC(=O)C1=C(N)n2c(s/c(=C/c3ccccc3)c2=O)=C(C(=O)OCC)C1c1ccccc1 (configuration not stated)
57	O=C(Nc1nnc(-c2cc3ccccc3o2)o1)C1CC1
62&64	CN1CCN(C(CNC(=O)Nc2ccc(F)cc2)c2ccc3c(c2)CCN3C)CC1 (configuration not stated)
57	Cc1cc(OC(=O)c2cc(C(C)(C)C)nn2Cc2ccccc2)cc(C)c1Cl
65	COc1ccc(Cl)cc1S(=O)(=O)N1CCN(c2ccc(C)cc2C)CC1
65	O=C(Nc1nc(-c2ccccc2)c(C(=O)c2ccccc2)s1)c1ccc(Cl)cc1
87	COc1ccc(-n2c(N)c(C(=O)NCc3ccccc3OC)sc2=S)c(OC)c1
62	CCCCC(=O)Nc1nc2c(C)ccc(C)c2s1
86	CCOC(=O)c1c(-c2ccc(C)c(C)c2)csc1NC(=O)CSc1nnc2ccccn12
59	COc1cccc(C=NC2CCN(Cc3ccccc3)CC2)c1OC
74	Cc1ccc(-c2ccc(=O)n(CCCC(=O)Nc3c(C)cc(C)cc3C)n2)cc1
64	CS(=O)(=O)NCCNC(=O)c1ccc(NC(=O)C2CCCC2)cc1
60	Cc1cc(-c2nnc(NC(=O)c3nc4ccccc4s3)o2)nn1C
55	CCOc1ccc(NC(=O)C23CC4CC(C2)CC(c2ccccc2)(C4)C3)cc1
57	CC(NC(=O)OC(C)(C)C)C(=O)NCc1ccccc1 (configuration not stated)
66	Cc1sc(N)nc1-c1ccccc1
60	COc1cccc(C(=O)Nc2ccc3nc(C)n(-c4ccc(Cl)cc4)c(=O)c3c2)c1OC
53	COc1ccc(NC(=O)c2ccccc2NC(=O)c2ccccc2Cl)cc1
65	CC(N)c1cccs1 (configuration not stated)
68	S=c1[nH]cccc1-c1nc2ccccc2[nH]1
75	COc1ccc(-c2noc(Cn3cnc4c(nnn4Cc4cccc(F)c4)c3=O)n2)c(OC)c1
55	CC(=O)N1c2ccccc2N=C(c2ccccc2)CC1c1ccccc1 (configuration not stated)
65	Fc1ccc(C2CCNCC2COc2ccc3c(c2)OCO3)cc1 (configuration not stated)
67	CCOc1ccccc1NC(=O)C(=O)NCCN1CCN(c2ccccc2F)CC1
72	COc1ccc2nc(-c3ccc(OC)c(NS(=O)(=O)c4ccc(Cl)cc4)c3)cn2n1
69	O=C(NCC1CCN(C2CCCC2)CC1)c1ccco1
58	N/C(CSc1cccs1)=N/O
-56	CCOC(=O)c1noc(C)c1C(=O)CSc1nc(C)c(C)c(C)c1C#N
70	NC(=O)c1nnn(Cc2ccccc2F)c1N
57	COc1ccc(NC(=O)CC2Nc3cc(C)c(C)cc3NC2=O)c(OC)c1 (configuration not stated)
54	Cc1cc(=O)c2c(N)ccc(Cl)c2[nH]1
78	Cc1ccc(-c2csc3ncnc(Nc4ccc(Cl)c(C(F)(F)F)c4)c23)cc1
64	Cc1noc(C)c1C(=O)NCC(c1ccccc1)c1c[nH]c2ccccc12 (configuration not stated)
68	Cc1nc2scc(C)n2c(=O)c1NC(=O)c1ccccn1
59	O=C(NCc1ccc2c(c1)OCO2)C1CCCN(c2ccc(-c3ccco3)nn2)C1 (configuration not stated)
62	O=C(N=Nc1c(O)[nH]c2c(Br)cc(Br)cc12)c1ccc(F)cc1
86	Nc1nc(SCC(=O)N2CCN(c3ccccc3F)CC2)ncc1S(=O)(=O)c1cccs1
56	O=C(NCc1csc(-c2cccs2)n1)c1cc(F)cc2c1OCOC2
60	CCN=C1S/C(=C\c2cc(OC)c(OC)c(OC)c2)C(=O)N1CC
61	O=C1N(Cc2ccccc2F)c2ccccc2S(=O)(=O)N1Cc1ccc(F)cc1
65	O=C(O)C1CCN(c2nc(-c3ccccc3)nc3c2oc2ccccc23)CC1

# Part of the list above, as tab-separated lines:
SMILES	RMI FANCM FP
Cc1cc(C)cc(NC(=O)CSc2ccc(NC(=O)C3CC3)nn2)c1	75
CC(=O)N1c2ccccc2N=C(c2ccccc2)CC1c1ccccc1 (configuration not stated)	55
CN1CCN(C(CNC(=O)Nc2ccc(F)cc2)c2ccc3c(c2)CCN3C)CC1 (configuration not stated)	62&64
COc1ccc(Cl)cc1S(=O)(=O)N1CCN(c2ccc(C)cc2C)CC1	65

# Other records follow.
RMI FANCM FP	Structure
87	Cc1ccc(C(=O)OC[C@H]2O[C@H](c3nnc4ncccn34)C[C@@H]2OC(=O)c2ccc(C)cc2)cc1
67	Cc1cc(-c2nnc(NC(=O)C3CC3)o2)n(C)n1
71	O=Cc1sc(=O)n(Cc2ccccc2)c1Cl
60	O=C(CCCN1C(=O)/C(=C\c2ccco2)SC1=S)NC1=NCCS1
69	Nc1nnc(-c2ccno2)o1
69	COc1ccc(-c2nnc(NC(=O)c3ccnn3C)o2)cc1
64	Cc1nc2sc(C)c(C)n2c(=O)c1NC(=O)c1ccco1
61	O=[N+]([O-])c1cccnc1Sc1cc(Cl)ccc1Cl
58	COc1ccccc1NC(=O)CC(=O)Nc1ccccc1OC
52	C/C(=N/Nc1nc(C(C)(C)C)cs1)c1cc2ccccc2o1
66	CN(C)S(=O)(=O)c1ccc(NC(=O)CN2CCCCCC2)cc1
74	Oc1ccc(C2CC(c3ccccc3O)=Nc3ccccc3S2)cc1 (configuration not stated)
147	Cc1nc(-c2cccnc2)sc1-c1ccc(SCC(=O)Nc2ccc(C(F)(F)F)cc2)nn1
62	O=C(O)C1CC(=O)N(Cc2ccc3c(c2)OCO3)C1 (configuration not stated)
129	COc1ccc(NC(=O)c2ccc(S(=O)(=O)c3ccc(Br)cc3)nc2)cc1
150	COc1ccc(-c2noc(-c3cccn(CC(=O)Nc4cccc(Cl)c4C)c3=O)n2)cc1OC
58	Cc1cc(C)c(S(=O)(=O)Nc2ccc(Cl)c(N3CCCS3(=O)=O)c2)c(C)c1
56	O=S1(=O)N=C(SCc2ccccn2)Nc2ccc(Cl)cc21
77	CCSc1nnc(NC(=O)CSc2nnc(CNC(=O)c3ccccc3F)o2)s1
24*	Cc1c2c(n3c(nc4ccccc43)c1C#N)SCC2
65&31	C/C=C(/C(=C/C)c1ccc(O)cc1)c1ccc(O)cc1
64	CCC(=O)Nc1ccc(C(=O)NCCNS(=O)(=O)c2ccc(OC)cc2)cc1
63	CC1CCN(C(c2cccs2)c2ccc3cccnc3c2O)CC1 (configuration not stated)
58	CC(NC(=S)Nc1ccc([N+](=O)[O-])cc1)C(c1cccs1)N1CCOCC1 (configuration not stated)

# A different layout for some results above.
Molecule | RMI FANCM FP
S=c1[nH]cccc1-c1nc2ccccc2[nH]1 | 68
COc1ccc(-c2noc(Cn3cnc4c(nnn4Cc4cccc(F)c4)c3=O)n2)c(OC)c1 | 75
CC(=O)N1c2ccccc2N=C(c2ccccc2)CC1c1ccccc1 (configuration not stated) | 55

# Five entries from above, sorted by their value in RMI FANCM FP, low to high.
SMILES	RMI FANCM FP
CC(NC(=S)Nc1ccc([N+](=O)[O-])cc1)C(c1cccs1)N1CCOCC1 (configuration not stated)	58
O=C(O)C1CC(=O)N(Cc2ccc3c(c2)OCO3)C1 (configuration not stated)	62
CCC(=O)Nc1ccc(C(=O)NCCNS(=O)(=O)c2ccc(OC)cc2)cc1	64
COc1ccc(NC(=O)c2ccc(S(=O)(=O)c3ccc(Br)cc3)nc2)cc1	129
Cc1nc(-c2cccnc2)sc1-c1ccc(SCC(=O)Nc2ccc(C(F)(F)F)cc2)nn1	147

# Next section.
RMI FANCM FP	Structure
69	CN(C)c1ccc(CCNC(=O)Cc2ccc(F)cc2)cc1
56	O=C(CC(NCCC1=CCCCC1)C(=O)O)Nc1ccc(Cl)c(Cl)c1 (configuration not stated)
55	CC(C)=NOC(=O)c1csc(Cc2c(Cl)cccc2Cl)n1
66	CC(=O)Nc1ccc(OC(=O)N2c3ccccc3Sc3ccccc32)cc1
60	COc1ccccc1CCNC(=O)NC1CC(=O)N(c2ccccc2)C1 (configuration not stated)
57	O=[N+]([O-])/C(N=Nc1ccccc1)=N\Nc1ccccc1
58	Cc1onc(-c2ccccc2)c1CNC(=O)C1CCN(c2nccc(C(F)(F)F)n2)CC1
70	Fc1cccc2sc(Nc3nc4c(F)cccc4s3)nc12
63	c1ccc(Nc2scc(-c3ccccc3)[n+]2Cc2ccco2)cc1
69	CC(C)NCC(O)COc1ccc2ccccc2c1 (configuration not stated)
69	Cc1cc(NC(=O)c2cc3ccccc3oc2=O)n(C(C)C)n1
58	O=C(CSc1ncnc2ccccc12)NCC1CCCO1 (configuration not stated)
69	Cn1c(N)c(C=O)c(=O)n(C)c1=O
62	O=C(CCc1nc2sc3c(c2c(=O)[nH]1)CCCCC3)N1CCN(c2ccc(Cl)cc2)CC1
51	Cc1nn(Cc2nnc(SCc3c(Cl)cccc3Cl)n2C)c(C)c1[N+](=O)[O-]
55	Cc1ccc(-n2ncc3c(C)nn(CC(=O)Nc4cc(C)on4)c(=O)c32)c(C)c1
58	CCOC(=O)N1CCN(C(=O)CSc2ccc3nnc(CCNC(=O)c4ccc(OC)cc4)n3n2)CC1
91	CCOc1cccc2sc(N(CCN(CC)CC)C(=O)c3ccc(S(=O)(=O)N(C)c4ccccc4)cc3)nc12
30*	O=c1ccc2cc(N=Cc3cc(Cl)cc(Cl)c3O)ccc2o1
55	CN1CCc2cc(C(CNS(=O)(=O)c3ccc4c(c3)OCCO4)N3CCOCC3)ccc21 (configuration not stated)
53	Cc1cc(N2CCN(c3ccc(O)cc3)CC2)nc(-n2nc(C)cc2C)n1
71	O=C(NCCn1nc(-c2cccnc2)ccc1=O)c1cccs1
60	Cc1cccc(NC(=O)CN2CCN(Cc3nc(-c4ccccc4)cs3)CC2)c1C
76	C/C(=N/NC(N)=S)c1ccc(OCCCOc2ccc(/C(C)=N\NC(N)=S)cc2)cc1

# Records above marked active in RMI FANCM FP:
RMI FANCM FP	Structure
24*	Cc1c2c(n3c(nc4ccccc43)c1C#N)SCC2
30*	O=c1ccc2cc(N=Cc3cc(Cl)cc(Cl)c3O)ccc2o1

# Next part.
RMI FANCM FP	Structure
69	CC(C)(C)C(=O)NCCn1ncc2c(=O)n(Cc3cccc(C(F)(F)F)c3)cnc21
58	O=c1[nH]nnc2sc3c(c12)CCCC3
97	O=C(Cc1ccc2c(c1)OCO2)N(Cc1ccccc1)c1nc2ccccc2s1
50	COc1ccc(N2CC(C(=O)Nc3cc(-c4cccs4)nn3-c3nc(C)cc(=O)[nH]3)CC2=O)cc1 (configuration not stated)
67	O=C(NCCCn1nc(-c2cccnc2)ccc1=O)c1cc2ccccc2oc1=O
56	CSc1ccccc1NC(=O)C1(c2cccs2)CCOCC1
64	CCCS(=O)(=O)N1CCc2ccc(NC(C)=O)cc2C1
58	CSc1sc(-c2nc(C(C)(C)C)cs2)c(C)c1C(C)=O
58	CCOc1ccccc1NC(=O)CN1CCN(Cc2nc3ccccc3[nH]2)CC1
65	CCOC(=O)c1ccc(NC(=O)NC23CC4(C)CC(C)(CC(C)(C4)C2)C3)cc1
66	CC(=O)N1CCN(c2nc3cc(C)cc(C)c3s2)CC1
74	Cc1ccc(-n2ncc3c(C)nn(CC(=O)Nc4cccc(F)c4)c(=O)c32)cc1C
155	Cc1cc(NC(=O)Cn2cnc3c(sc4cccc(F)c43)c2=O)ccc1Br
49	CC1CCCC1/C(=N\O)c1ccccc1 (configuration not stated)
50	Cc1cc(SCC(=O)c2cccc([N+](=O)[O-])c2)nc(=O)[nH]1
57	COc1ccccc1C1CCN(Cc2cccc(C(=O)N3CCC(O)CC3)c2)CC1
59	COc1cccc(CSc2nc(CC(=O)N3CCc4ccccc4C3)cc(=O)[nH]2)c1
67	CS(=O)(=O)c1cccc(C(=O)Nc2nc3cc([N+](=O)[O-])ccc3s2)c1
59	COc1cccc(CNC(=O)C(=O)Nc2ccccc2C#N)c1
55	O=C(NCCC1CCCCN1S(=O)(=O)c1cccs1)C(=O)NC1CCCCCC1 (configuration not stated)
63	O=C(Nc1ccccc1-c1nc2ccccc2s1)c1nc2ccccc2s1
52	Oc1ccc(N=Cc2cccs2)cc1
70	Cc1cccc(NC(=O)NCCn2nc(-c3ccco3)ccc2=O)c1
56	O=C(CN1C(=O)c2ccccc2S1(=O)=O)NCc1cccs1
61	Cc1csc(C(=O)NCC(=O)NNS(=O)(=O)c2ccc(F)cc2)c1
61	CC(C)CN(CC(C)C)C(=O)C12CCC(C)(C(=O)C1)C2(C)C (configuration not stated)
68	O=C(Nc1nnc(-c2ccc3c(c2)OCO3)o1)C1CC1
55	Cc1ccc(C(=O)NCCN2CCNC2=O)cc1
76	O=c1c2ccccc2nc(SCc2nc(-c3ccc(F)cc3)no2)n1Cc1cccs1
62	NS(=O)(=O)c1ccc(CNC(=O)c2csc(Nc3ccccc3)n2)cc1
55	CC(C)N(C(=O)CSc1nnc(-c2ccncc2)n1-n1cccc1)c1ccccc1
65	O=c1ccc(-c2ccncc2)nn1CCCNS(=O)(=O)c1cccnc1
61	O=C(NNC(=O)c1nn(-c2ccc(F)cc2)ccc1=O)c1ccc(Cl)cc1
65&60	CCOC(=O)[C@H](CCc1ccccc1)N[C@@H](C)C(=O)N1CCC[C@H]1C(=O)O
71	COc1cc2[nH]c(=O)n(Cc3ccc(C(=O)NCc4ccc(SC)cc4)cc3)c(=O)c2cc1OC
62	CC(C)(C)C(=O)OC/C(N)=N\OC(=O)c1cccs1
69	CCOc1ccc(S(=O)(=O)Nc2ccc3c(c2)N(C(=O)c2cccs2)CC3)cc1F
56	CCOC(=O)C1CCCN(S(=O)(=O)CCNC(=O)c2cccc(OC)c2)C1 (configuration not stated)
56	CC(C)(C)OC(=O)N1CCCN(S(=O)(=O)c2ccc(-n3cccn3)cc2)CC1

# High-throughput results from PubChem BioAssay.
